Screening data (PubChem BioAssay)
T cell modulator – T cell immune modulation candidate | actives 0.068% (n = 330,000) | 2C CD8+ T cell-vesicle binding, flow cytometry; hits give low values | AID 2052 | calls only at 7 µM;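 active means response, share of CD8 T cells binding vesicles, and their 90th percentile fluorescence all below set limits, cut at about 80% in these data, passing the limit was not always enough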
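Read-out – percent CD8+ FL2 mean versus row control · System – murine 2C transgenic CD8+ T lymphocytes · Times – 1.5 h cell–vesicle binding at 37 °C, then 20 min icy labelling · Control set – naked vesicles low, QL9 vesicles with vehicle high · Detection – cytometric PE anti-B7-1 and Alexa647 anti-CD8 signals after 1% paraformaldehyde fixation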
PhoP inhibition – PhoP-dependent GFP reporter repression – Salmonella Typhimurium, primary screen (AID 1863). actives 0.16% (n = 300,000). one-dose inhibition, % at 50 µM; IC50 in µM for titrated hits. S. Typhimurium PhoP-regulated promoter GFP reporter, 4 h; higher % means a stronger effect;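 active means inhibition over 29.93%, a cutoff 3 SD above the screen mean, later confirmed by dose response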;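 further: 0% = low Mg2+ inducing control and 100% = high Mg2+ repressing control; strong numbers were not always called active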
West Nile virus CPE – West Nile virus antiviral activity, cell-based, CPE readout (AID 1621); West Nile virus-infected cells, CPE inhibition; higher % means a stronger effect; CPE inhibition, % at 10 µM, or IC50 in µM where a hit was titrated; actives 0.02% (n = 290,000); in the data active means a potency from the dose series; further: strong numbers were not always called active
MgcRacGAP inhibition – MgcRacGAP GTPase-activating activity inhibitors, confirmation, biochemical, ADP Hunter fluorescence; MgcRacGAP-stimulated Rac1 GTP hydrolysis, ADP Hunter fluorescence; higher % means a stronger effect; GST-tagged Rac1 F28L mutant substrate; actives 0.6% (n = 340,000); inhibition, % at 30 µM; hits with a dose series show IC50 in µM;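 active means first-screen hits whose inhibition reached a set limit at any dose in the follow-up dose series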;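 further: fluorescence reports GDP produced by GAP-driven GTP hydrolysis; strong numbers were not always called active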
Myeloid diff MLP – promotes myeloid progenitor differentiation | ER-HoxA9 myeloid progenitors, lysozyme-GFP differentiation, flow cytometry | calls only at 10 µM | actives 1% (n = 360,000);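 active means normalized GFP-positive differentiation at or above the plate's own cutoff, the solvent-only control mean plus 3 SD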;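 further: cells exposed to compound for four days before flow analysis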
RSV antiviral HEp-2 – inhibition of RSV-induced cytopathic effect – HEp-2 cells, primary 10 µM value included (AID 2391) | HEp-2 cells, RSV-induced CPE inhibition; higher % means a stronger effect | CPE inhibition, % at 10 µM, or IC50 in µM where a hit was titrated | actives 0.13% (n = 310,000); in the data active means a potency from the dose series; further: strong numbers were not always called active
b-catenin transl – alters nuclear translocation of beta-catenin in HeLa cells. actives 0.3% (n = 190,000). nuclear translocation activity, % at 5 µM. immunofluorescence imaging;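 active means nuclear translocation activity above 50% at 5 µM, with a well cell count of 50 or more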;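 further: per-cell ratio of nuclear to cytoplasmic median beta-catenin stain intensity; plate controls were DMSO negative control for no effect and GSK-3 inhibitor IX positive control for full effect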
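System: HeLa cells, endogenous beta-catenin; compound dosing: 5 µM primary single dose, 0.1% DMSO, 0.02–20 µM confirmation series; incubation: 24 h compound exposure at 37°C, 5% CO2; signal: beta-catenin immunofluorescence imaging with DAPI; evaluation: % activation, nuclear-to-cytoplasmic median beta-catenin signal ratio per cell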
WT yeast gro inh – growth inhibition of WT yeast, mitochondrial fusion screen; AID 1362; inhibition, % at 10 µM; actives 2.1% (n = 190,000); mitochondrial fusion phenotypic screen, WT strain; in the data active means inhibition above about 58%; tested in S. cerevisiae
SV40 large T antigen – TAg ATPase/helicase activity blockers – biochemical (AID 1903); SV40 large T antigen ATPase/helicase inhibition assay; higher % means a stronger effect; one-dose inhibition, % at 20 µM; IC50 in µM for titrated hits; actives 0.39% (n = 310,000); in the data active means a potency from the dose series; further: strong numbers were not always called active
WT yeast gro inh mutant strain – further read-out of WT yeast gro inh, marked with its call; inhibition, %; mitochondrial fusion phenotypic screen, mutant strain inhibition
b-catenin transl cell count 5 µM – recorded beside b-catenin transl, whose call it bears; cell count; measured here: cell count, cytotoxicity flag
T cell modulator vesicle-bound % – recorded beside T cell modulator, whose call it bears; double positive events, %; measured here: CD8+ vesicle-bound cell fraction;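 binding gate set so that unloaded-vesicle control wells show 10% double positive cells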
Myeloid diff MLP GFP+ MAC1+ % – recorded beside Myeloid diff MLP, whose call it bears; GFP+ MAC1+ double positive, %; measured here: differentiation confirmed by MAC1 staining
* marks the source's active call; other numbers are inactive results; i = inactive; / = not tested or not shown; + = active, no number; & = joins results of further samples.

SMILES	T cell modulator	T cell modulator vesicle-bound %	PhoP inhibition	West Nile virus CPE	MgcRacGAP inhibition	Myeloid diff MLP	Myeloid diff MLP GFP+ MAC1+ %	RSV antiviral HEp-2	b-catenin transl	b-catenin transl cell count 5 µM	WT yeast gro inh	WT yeast gro inh mutant strain	SV40 large T antigen
COc1ccc(CNC(=O)C2CCC(CNc3c(N4CCOCC4)c(=O)c3=O)CC2)cc1 (centres undefined)	i	49	1%	-0.1%	5%&8%	i	1.1&1.3	0.6%	-6.5	1101	-6	-12	0%
Clc1ccc(C(c2nnnn2CCc2ccccc2)N2CCSCC2)cc1 (centres undefined)	i	16	-4%	-0.9%	7%	i	1.0	4.9%	-0.5	1071	38	30	11%
Cc1cc(Cl)ccc1C(=O)C1CCCN(C(=O)c2ccsc2)C1 (centres undefined)	i	8	-2%	-0.5%	4%	i	1.3	9.3%	/	/	/	/	9%
CCOC(=O)C1CCN(C(=O)COc2ccc(N(C)S(=O)(=O)c3ccc(C)cc3)cc2)CC1	i	48	-6%	-0.1%	6%	i	0.4	-0.3%	-1.6	1091	-7	9	13%
CCOc1cc(C(=O)OCC(=O)Nc2cc(C)on2)ccc1OCC(C)C	i	58	5%	-0.3%	5%	i	0.9	2.6%	0.3	1488	14	14	0%
Cn1c(SCc2ccccc2)nnc1-c1c[nH]c2ccccc12	i	37	11%	0.2%	-3%	i	1.3	2.1%	-1.4	1183	0	-2	0%
O=C(Nc1ccc(F)cc1)C1CCCN1S(=O)(=O)c1cccc2nsnc12 (centres undefined)	i	24	-3%	-0.2%	8%	i	0.1	1.1%	0.5	1269	/	/	9%
O=C(O)c1ccccc1-c1ccccc1C(=O)Nc1ccc2c(c1)CCC2	i	51	1%	-0.2%	13%	i	0.6	0.6%	/	/	/	/	14%
COC(=O)c1ccc(C)c(NS(=O)(=O)c2cn(C)nc2C)c1	i	22	1%	-0.2%	-4%	i	1.2	1.1%	/	/	/	/	18%
COc1ccc(-c2csc(-c3cccs3)n2)cc1OC	i	23	-4%	-0.4%	6%	i	0.8	8.6%	0.3	1065	-6	20	11%

Just Myeloid diff MLP and SV40 large T antigen, for 7 of the compounds above:
mol | Myeloid diff MLP | SV40 large T antigen
COc1ccc(CNC(=O)C2CCC(CNc3c(N4CCOCC4)c(=O)c3=O)CC2)cc1 (centres undefined) | i | 0%
Cn1c(SCc2ccccc2)nnc1-c1c[nH]c2ccccc12 | i | 0%
CCOc1cc(C(=O)OCC(=O)Nc2cc(C)on2)ccc1OCC(C)C | i | 0%
CCOC(=O)C1CCN(C(=O)COc2ccc(N(C)S(=O)(=O)c3ccc(C)cc3)cc2)CC1 | i | 13%
O=C(O)c1ccccc1-c1ccccc1C(=O)Nc1ccc2c(c1)CCC2 | i | 14%
Clc1ccc(C(c2nnnn2CCc2ccccc2)N2CCSCC2)cc1 (centres undefined) | i | 11%
O=C(Nc1ccc(F)cc1)C1CCCN1S(=O)(=O)c1cccc2nsnc12 (centres undefined) | i | 9%

Following part:
SMILES	T cell modulator	T cell modulator vesicle-bound %	PhoP inhibition	West Nile virus CPE	MgcRacGAP inhibition	Myeloid diff MLP	Myeloid diff MLP GFP+ MAC1+ %	RSV antiviral HEp-2	b-catenin transl	b-catenin transl cell count 5 µM	WT yeast gro inh	WT yeast gro inh mutant strain	SV40 large T antigen
O=C(CCl)N1N=C(c2cccs2)CC1c1ccco1 (centres undefined)	i	52	0%	-0.6%	-1%	i	0.8	3.2%	-0.2	1052	-32	-27	10%
CC(=O)c1cccc(N(C(=O)c2csnn2)C(C(=O)NC2CCCC2)c2ccccc2)c1 (centres undefined)	i	15	1%	-0.4%	10%	i	0.5	2.9%	/	/	/	/	5%
O=C(/C=C/c1c(F)cccc1Cl)Nc1nc2ccccc2[nH]1	i	51	-8%	0.1%	2%	i	0.7	1.0%	/	/	-9	-15	9%
O=C(Cn1[nH]c(=O)c2ccccc2c1=O)Nc1cccc(S(=O)(=O)N2CCCCCC2)c1	i	15	8%	-0.2%	1%	i	0.7	22%	-1.3	1116	14	-5	-4%
CC1CC(C)CN(C(=O)CSC2=Nc3ccccc3C3=NC(Cc4c[nH]c5ccccc45)C(=O)N23)C1 (centres undefined)	i	9	11%	0.4%	11%	i	0.4	-0.5%	/	/	0	12	-1%
CC1C(=O)N2CCCc3cc(S(=O)(=O)N4CCN(c5cccc(Cl)c5)CC4)cc1c32 (centres undefined)	i	44	5%	/	6%	i	0.3	11%	/	/	/	/	9%
CC(=O)Nc1ccc(OCc2cnc(Cl)s2)cc1	i	24	-7%	0.1%	5%	i	0.2	3.4%	0.4	1545	-2	7	2%
Cc1cc(C)n(S(=O)(=O)c2ccc(Cl)cc2)n1	i	61	-5%	-0.5%	8%	/	/	1.0%	/	/	/	/	9%
NCCCC[C@H]1CNC(=O)C(=O)N1CC1CCCCC1	i	52	-8%	0.7%	6%	i	1.3	0.6%	0.5	1357	/	/	14%
CCOc1ccccc1N/C(=N/c1nc(C)cc(C)n1)NC(=O)Nc1ccc(Cl)c(Cl)c1	i	31	5%	0.5%	/	/	/	4.0%	1.8	516	4	8	2%
COc1ccc2oc(C(=O)NNC(=O)c3ccc(F)cc3)c(C)c2c1	i	55	-6%	/	9%	i	0.7	-1.7%	/	/	/	/	4%
Cc1ccc2c(c1)N(S(=O)(=O)c1ccc(CN3C(=O)c4cccnc4C3=O)cc1)CCO2	i	46	7%	0.8%	-7%	i	1.5	-0.9%	/	/	/	/	4%
CN1C/C(=N\S(=O)(=O)c2ccccc2)N(C)C1=O	i	46	-5%	-0.7%	4%	i	0.9	0.5%	-3.5	606	-8	-17	3%
CCCCNS(=O)(=O)c1ccc2nc(-c3cccnc3)cc(C(=O)NC(C)C)c2c1	i	46	-2%	/	4%	i	1.9	1.2%	-0.5	548	-13	-2	24%
NC(=O)C1CCN(C(=O)CCSc2ccccc2)CC1	i	62	7%	0.1%	4%	i	1.4	0.8%	/	/	-4	-6	8%
CCOC(=O)c1cncc(C#CCOC(=O)Nc2ccc(OC(F)(F)F)cc2)c1	i	8	0%	-0.6%	1%	i	0.6	0.8%	-0.1	1045	/	/	5%
CCc1nnc(NC(=O)c2ccncc2)s1	i	47	-13%	0.7%	-7%	i	0.8	1.4%	-6.4	961	-7	-6	18%
O=C(N/N=C/c1ccc(O)cc1)c1csc2ccccc12	i	25	20%	0.8%	42µM*	i	1.4	3.1%	-1.5	1337	23	21	13µM*
COc1ccc(OCC(=O)Nc2cccc(S(=O)(=O)N(C)c3ccccc3)c2)c([N+](=O)[O-])c1	i	32	/	/	6%	i	0.4	1.0%	/	/	/	/	/
COc1ccc(S(=O)(=O)N2CCC(C(=O)NC(C)CCc3ccccc3)CC2)cc1 (centres undefined)	i	32	-1%	-0.6%	6%	i	0.4	11%	/	/	/	/	5%

The closing 2 compounds of the part before come first, to join the parts:
SMILES	T cell modulator	T cell modulator vesicle-bound %	PhoP inhibition	West Nile virus CPE	MgcRacGAP inhibition	Myeloid diff MLP	Myeloid diff MLP GFP+ MAC1+ %	RSV antiviral HEp-2	b-catenin transl	b-catenin transl cell count 5 µM	WT yeast gro inh	WT yeast gro inh mutant strain	SV40 large T antigen
COc1ccc(OCC(=O)Nc2cccc(S(=O)(=O)N(C)c3ccccc3)c2)c([N+](=O)[O-])c1	i	32	/	/	6%	i	0.4	1.0%	/	/	/	/	/
COc1ccc(S(=O)(=O)N2CCC(C(=O)NC(C)CCc3ccccc3)CC2)cc1 (centres undefined)	i	32	-1%	-0.6%	6%	i	0.4	11%	/	/	/	/	5%
COC(=O)c1ccc(NC(=O)CCn2cccc2)cc1	i	37	-4%	0.1%	9%	i	0.3	2.6%	-4.5	994	-5	-15	-1%
CCN(CC)CCN(Cc1cc2cc3c(cc2[nH]c1=O)OCO3)C(=S)NCC1CCCO1 (centres undefined)	i	58	-5%	-1.3%	9%	i	0.7	1.1%	1.0	1555	-8	-6	0%
CC(C)(C)c1cc(C(=O)N/N=C/c2ccncc2)n[nH]1	i	40	0%	-0.4%	7%	i	0.7	0.5%	/	/	/	/	7%
CC(C)(C)n1c(O)c2ccc(C(=O)N=NC(=O)c3ccccc3)cc2c1O	i	5	1%	0.6%	2%	i	0.6	1.7%	/	/	/	/	4%
O=C(c1cc(-c2ccc(Cl)cc2)on1)N1CCN(c2ccccc2)CC1	i	44	8%	0.1%	0%	i	0.8	3.0%	/	/	/	/	2%
NCCc1nnc(SCc2ccc(F)cc2)o1	i	34	-2%	0.1%	6%	i	0.7	-0.4%	3.5	851	-1	-11	-2%
CC1CCN(C(=O)C2CCN(S(=O)(=O)c3cccnc3)CC2)CC1	i	8	2%	0.5%	7%	i	5.8	0.0%	/	/	0	3	0%
CC1(C)CC(NC(=O)C2CCCCC2)CC(C)(C)N1	i	67	-2%	-0.2%	6%	i	0.5	0.6%	/	/	/	/	10%
CCOc1ccc(/C=C2\SC(=S)N(C(C(=O)O)c3ccccc3)C2=O)cc1OC (centres undefined)	i	42	-3%	0.5%	5%	i	0.4	-0.6%	-0.8	1301	/	/	24%
Cc1nc(-c2ccccc2)sc1C(=O)CSc1ccccc1	i	52	-13%	0.5%	5%	i	0.5	2.3%	-1.6	1083	27	19	-3%
CSc1nc(C)c(C(=O)Nc2ccccc2)c(-c2ccco2)c1C#N	i	50	-5%	-0.3%	9%	i	0.6	43%	-0.7	1374	/	/	8%
CNc1ccc(C(O)(C(F)(F)F)C(F)(F)F)cc1C(O)(C(F)(F)F)C(F)(F)F	i	28	1%	-0.4%	-3%	+	2.4*	4.0%	1.0	1022	56	27	3%
Cn1cnc(S(=O)(=O)Nc2ccccc2N2CCOCC2)c1	i	35	2%	0.0%	/	i	0.8	3.6%	-2.8	1110	/	/	4%
O=C(NCc1cccc(C(F)(F)F)c1)c1cc(-c2ccccc2)nn1CC1CC(c2cccnc2)=NO1 (centres undefined)	/	/	/	-0.7%	5%	i	1.7	11%	/	/	/	/	-3%
Cc1cccc(C(=O)OCC(=O)NN2C(=O)NC3(CCCCC3)C2=O)c1	i	28	/	/	2%	i	0.7	0.3%	/	/	/	/	/
CCCCn1c(N)c(N(CC(C)C)C(=O)CSc2ccc([N+](=O)[O-])cc2)c(=O)[nH]c1=O	i	33	9%	/	3%	i	0.2	1.6%	/	/	/	/	17%
CCCCC(=O)Oc1c(S(=O)(=O)c2ccc(C)cc2)c(C)nn1C(C)(C)C	i	26	-1%	-0.2%	1%	i	0.4	17%	/	/	/	/	3%
